# Compound activity from PubChem BioAssay.
# V1R ag counter – activates human V1a receptor in oxytocin agonist counter-screen; P37288; AID 2797; CHO-V1R cells, Fluo-8 calcium fluorescence, agonist mode; 0% DMSO, 100% 3 nM vasopressin; activation, % at 3 µM; hit rate 0.25% among 320,000;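 active means activation above the mean activation of all tested compounds plus 3 SD, per screening run, cut at about 20% in these data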;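 further: signal is peak over basal fluorescence ratio across a 100 second FLIPR read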
# GPR7 antag – human neuropeptides B/W receptor 1 antagonism; GPR7-expressing cells, fluorescence antagonist assay; hit rate 1.1% among 290,000; AID 1861; inhibition, % at 4.4 µM; in the data active means inhibition above about 16%, passing the limit was not always enough;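 further: cells stimulated with the agonist NPW; 0% = agonist with vehicle and 100% = vehicle without agonist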
# Target sequence (P48145 whole entry, looked up): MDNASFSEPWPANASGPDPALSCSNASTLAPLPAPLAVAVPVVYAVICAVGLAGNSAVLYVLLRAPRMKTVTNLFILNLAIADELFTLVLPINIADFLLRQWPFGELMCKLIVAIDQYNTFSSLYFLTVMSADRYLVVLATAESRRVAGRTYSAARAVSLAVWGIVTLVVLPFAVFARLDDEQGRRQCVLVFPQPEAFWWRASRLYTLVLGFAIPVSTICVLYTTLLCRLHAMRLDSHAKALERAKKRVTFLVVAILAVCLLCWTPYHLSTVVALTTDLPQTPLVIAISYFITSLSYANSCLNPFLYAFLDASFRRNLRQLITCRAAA
# IMP-1 inh – inhibitors of Pseudomonas aeruginosa IMP-1 metallo-beta-lactamase | inhibition, % at 5.6 µM | AID 1556 | purified IMP-1, nitrocefin hydrolysis, epi-absorbance fluorescence | hit rate 0.45% among 290,000;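 active means inhibition above the mean plus 3 SD of all compounds in the same screening run, cut at about 4.5% in these data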;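 further: 0% = IMP-1 with DMSO and 100% = DMSO wells lacking enzyme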
#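 System: Purified recombinant IMP-1 metallo-beta-lactamase enzyme | Measured by: Fluorescence quenching readout, ex 480/em 530 nm | Replication: Singlicate | Incubation: 15 min preincubation plus 25 min reaction at 25 °C | Evaluation: Percent inhibition from optical density relative to buffer-blank wells | Benchmarks: DMSO with and without IMP-1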
# GalR3 antagonist – blocks the human galanin receptor 3. HEK293 GalR3-CNG cAMP membrane potential fluorescence; galR3 body fused to GalR1 C-terminus. hit rate 0.44% among 360,000. O60755. inhibition, % at 3 µM;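 active means inhibition above the screen-wide average plus 3 SD, cut at about 13% in these data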;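 further: forskolin and galanin both at EC90 stimulate the cells; cAMP rise reported by CNG channel membrane potential dye signal; 0% = forskolin plus galanin with DMSO and 100% = forskolin alone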
# Target sequence (O60755 1-299 limits assumed): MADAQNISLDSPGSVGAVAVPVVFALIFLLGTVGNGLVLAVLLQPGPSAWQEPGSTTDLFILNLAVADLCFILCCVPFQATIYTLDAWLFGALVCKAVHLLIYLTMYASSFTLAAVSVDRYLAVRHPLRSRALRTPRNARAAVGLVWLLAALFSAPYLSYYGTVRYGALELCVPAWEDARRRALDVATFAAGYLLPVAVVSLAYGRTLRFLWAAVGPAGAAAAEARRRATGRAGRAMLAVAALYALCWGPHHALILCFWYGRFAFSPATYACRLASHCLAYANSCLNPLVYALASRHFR
# HCV NS3 hel inh – blocks Hepatitis C virus NS3 helicase unwinding; inhibition, % at 10.9 µM; hit rate 0.56% among 290,000; NS3 helicase DNA unwinding, Cy5 molecular beacon fluorescence;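 active means inhibition above the mean of all tested compounds plus 3 SD, set per campaign, cut at about 35% in these data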;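 further: 0% = DMSO wells and 100% = thioflavine S control wells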
#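 System: HCV NS3 helicase fragment; control set: DMSO and thioflavine S; technique: Cy5 fluorescence at 0 and 60 min, beacon hairpin quenching; reagent: beacon DNA duplex substrate plus ATP; replicates: singlicate; schedule: 1 h reaction at 25 °C, ATP-initiated; medium: MOPS buffer pH 6.5 with MgCl2, DTT, Tween20, BSA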
# VIM-2 inh – inhibitors of Pseudomonas aeruginosa VIM-2 metallo-beta-lactamase | purified VIM-2, nitrocefin hydrolysis, epi-absorbance fluorescence | inhibition, % at 5.6 µM | hit rate 0.89% among 290,000 | AID 1527;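 active means inhibition above the mean of all tested compounds plus 3 SD, cutoff set per screening run, cut at about 7.5% in these data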;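 further: red hydrolysis product quenches plate fluorescence so inhibitors raise well fluorescence; 0% = enzyme with DMSO and 100% = DMSO without enzyme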
# OXTR ag – activates the human oxytocin receptor | P30559 | CHO-OTR cells, Fluo-8 calcium fluorescence; normalized: DMSO 0%, oxytocin 100% | hit rate 0.32% among 320,000 | activation, % at 3 µM;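 active means activation above the mean of all tested compounds plus 3 SD, cutoff set per screening run, cut at about 20% in these data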;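 further: peak over basal fluorescence ratio from a 100 s FLIPR kinetic read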
# Target sequence (P30559 whole entry, looked up): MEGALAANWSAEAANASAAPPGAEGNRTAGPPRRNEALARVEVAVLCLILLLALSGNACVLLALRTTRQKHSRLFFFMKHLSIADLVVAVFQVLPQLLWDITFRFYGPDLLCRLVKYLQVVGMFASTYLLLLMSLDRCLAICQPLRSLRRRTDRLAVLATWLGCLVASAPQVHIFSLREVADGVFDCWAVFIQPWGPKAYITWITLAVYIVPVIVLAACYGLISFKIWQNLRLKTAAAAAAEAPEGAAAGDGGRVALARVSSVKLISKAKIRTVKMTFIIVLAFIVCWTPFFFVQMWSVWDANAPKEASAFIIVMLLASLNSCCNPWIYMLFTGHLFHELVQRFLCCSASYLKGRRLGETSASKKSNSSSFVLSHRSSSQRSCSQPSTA
# DNA FID counter – displaces DNA intercalator in HCV helicase counter-screen | hit rate 0.17% among 290,000 | inhibition, % at 7.9 µM | DNA fluorescent intercalator displacement, fluorescence; in the data active means inhibition above about 37%;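 further: 0% = vehicle and 100% = reference compound; higher means more ethidium bromide displaced from hairpin DNA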
# PHOSPHO1 inh – blocks human PHOSPHO1 phosphatase activity; hit rate 1.1% among 290,000; inhibition, % at 13.3 µM; Q8TCT1; recombinant PHOSPHO1, absorbance phosphatase assay; in the data active means inhibition above about 60%
# Starred values were filed as active, the others as inactive; / = no result given.
mol	V1R ag counter	GPR7 antag	IMP-1 inh	GalR3 antagonist	HCV NS3 hel inh	VIM-2 inh	OXTR ag	DNA FID counter	PHOSPHO1 inh
O=C(CSc1nccn1-c1ccc(F)cc1)NCc1ccc(F)cc1	0.4	11.2	1.6	-2.9	9.3	2.1	-0.8	-13.4	-69.1
CCCCC(O)(c1ccccc1)C(CN1CCOCC1)c1ccccc1 (stereo unspecified)	/	8.6	-1.9	-3.1	-16.0	-2.4	/	-13.1	28.3
CCCCn1c(C(C)NC(=O)CCC)nc2ccccc21 (stereo unspecified)	-0.8	5.5	-2.9	/	-1.0	0.1	-2.0	-7.3	-0.5
O=C(O)/C=C/C(=O)NC1CCS(=O)(=O)C1 (stereo unspecified)	0.8	0.4	-4.0	-10.4	2.5	-0.4	-1.9	-1.1	-34.6
CCOC(=O)NN1C(=O)c2ccccc2NC1c1cccnc1 (stereo unspecified)	0.8	-16.6	-3.0	-5.9	12.9	-1.3	0.4	-0.1	-7.7
CCOc1ccc(CNC23CN4CN(CN(C4)C2)C3)cc1	0.7	-17.7	-2.7	0.0	-6.6	-3.2	-0.6	-0.3	-50.2
Cc1c(Br)cc(C(=O)NCCCN2CCOCC2)c(C)c1C	0.0	-8.9	-2.7	-4.4	0.3	0.0	-0.5	1.4	6.4
Cc1cc(C)c2sc(NC(=O)C3CC3)nc2c1	-1.0	-12.7	-4.4	/	-2.9	-3.5	-2.6	-10.9	20.2
Cc1cccc(N(CC(=O)N2CCN(C)CC2)S(=O)(=O)c2ccccc2)c1	0.5	-5.8	-2.7	-6.8	-3.6	1.9	-1.4	1.2	47.7
Cc1c(OCC(=O)C(C)(C)C)ccc2c3c(c(=O)oc12)CCCC3	0.1	-10.6	-3.5	-8.2	-2.5	4.9	-0.8	-13.6	-36.9
Cc1ccccc1NC1=C(Cl)C(=O)OC1NC(=O)c1ccccc1 (stereo unspecified)	0.7	0.6	1.5	-10.1	7.0	0.1	-1.1	1.6	13.9
COc1cccc2cc(-c3n[nH]c(=S)n3C)oc12	0.2	12.9	-3.1	-1.6	9.9	2.7	0.1	-7.9	-5.3
COc1ccc(C2CC(=O)C=C(NCCC(C)C)C2)cc1 (stereo unspecified)	0.0	8.3	-2.6	-3.0	9.3	-2.7	0.5	-17.1	-22.9
O=C(O)CSc1nc(-c2ccccc2)cc(=O)[nH]1	0.9	-5.0	-0.5	-1.4	-4.7	-2.1	2.1	1.6	13.9
Cc1c(NC(=O)CSc2nncc3ccccc23)c(=O)n(-c2ccccc2)n1C	-0.7	-5.9	-2.1	-5.6	-4.3	-2.7	-0.4	1.1	-11.9
CCOC(=O)/C(=N\Nc1cc(C(F)(F)F)ccc1Cl)N(CC)CC	0.3	-3.4	-4.1	-5.2	0.7	-2.9	-1.8	-3.4	21.0
CCOCCCNc1nc(C(F)(F)F)nc2c1nnn2Cc1ccccc1Cl	-0.1	-24.7	-2.5	0.2	-22.5	0.2	-0.7	-26.7	41.9
COc1cc(S(=O)(=O)N(Cc2cccs2)C2CC2)ccc1-n1cnnn1	1.6	-0.9	-2.2	-0.5	-3.4	-1.5	2.8	-7.2	/
N#Cc1c(NC(=O)c2ccc(N3CCOCC3)c([N+](=O)[O-])c2)sc2c1CCCC2	1.6	-8.1	-3.4	2.1	13.4	-1.8	0.9	-8.1	7.0
O=C(NCc1ccco1)Nc1cccc([N+](=O)[O-])c1	/	-1.8	-1.7	-12.7	3.2	-3.5	/	2.5	22.9
Cc1cccc(NC(=O)CCNS(=O)(=O)c2cccc3nonc23)c1C	0.3	-7.6	-1.6	-2.0	2.0	-3.5	0.1	-0.5	-13.4
COc1ccc(CCNC(=O)CCNS(=O)(=O)c2cccc3nsnc23)cc1OC	-0.3	-6.3	-2.8	2.0	-0.8	-0.3	-1.2	-6.8	7.0
O=C(CCC(=O)NCc1ccccc1)NCc1ccccc1	0.4	-16.9	-1.1	-8.1	48.4*	-2.6	-1.0	-13.9	34.3
Cc1cc(OCCCCCn2ccnc2)cc(C)c1Cl	2.9	13.9	-2.8	-5.4	-26.6	-1.1	1.8	12.6	6.4
CCOc1ccccc1Nc1nnc(SCc2nnc(-c3cc(OC)c(OC)c(OC)c3)o2)s1	-1.7	-19.1	-0.3	7.6	-6.3	1.7	-1.6	-30.4	-13.9
COCCn1c(=O)c2c(nc3n2CC(C)CN3CCc2ccccc2)n(C)c1=O (stereo unspecified)	0.4	-19.0	-4.0	-8.5	6.6	-5.7	0.0	-35.6	7.9
CN(C)S(=O)(=O)c1ccc(NS(=O)(=O)/C=C/c2ccccc2)cc1	1.1	4.6	-6.2	-4.7	-5.2	-1.6	-0.2	-4.6	14.5
CC(=O)c1sc(NC(=O)COc2ccc(Cl)cc2Cl)nc1C	-0.2	-13.4	-0.8	-2.2	3.4	-0.6	0.5	-0.2	20.0
Cc1ccc(-n2nc(C(=O)O)cc2-c2ccc(Cl)cc2)cc1	0.4	-1.6	-4.3	-1.6	27.6	-1.8	0.2	-50.0	19.5
OC(CN1CCCCC1)CN(c1ccccc1)c1ccccc1 (stereo unspecified)	-0.5	0.6	-0.1	-5.1	-4.6	1.1	2.1	21.8	14.8

# Part of the list above, set out differently.
CCCCn1c(C(C)NC(=O)CCC)nc2ccccc21 (stereo unspecified)
  V1R ag counter: -0.8	GPR7 antag: 5.5	IMP-1 inh: -2.9	GalR3 antagonist: /	HCV NS3 hel inh: -1.0	VIM-2 inh: 0.1	OXTR ag: -2.0	DNA FID counter: -7.3	PHOSPHO1 inh: -0.5

O=C(O)/C=C/C(=O)NC1CCS(=O)(=O)C1 (stereo unspecified)
  V1R ag counter: 0.8	GPR7 antag: 0.4	IMP-1 inh: -4.0	GalR3 antagonist: -10.4	HCV NS3 hel inh: 2.5	VIM-2 inh: -0.4	OXTR ag: -1.9	DNA FID counter: -1.1	PHOSPHO1 inh: -34.6

# Next results:
mol	V1R ag counter	GPR7 antag	IMP-1 inh	GalR3 antagonist	HCV NS3 hel inh	VIM-2 inh	OXTR ag	DNA FID counter	PHOSPHO1 inh
O=C(CSc1nc2[nH]ncc2c(=O)[nH]1)Nc1ccccc1	0.4	-8.6	-1.1	-3.8	-5.0	-0.6	-0.1	1.1	8.6
COc1ccc(Br)cc1C(=O)Nc1ccc(NC(=O)c2ccco2)cc1	-0.1	-5.7	-2.6	-1.6	-4.1	-4.3	-0.5	-6.9	18.7
CCCCOc1ccc(Cc2cnc(N)nc2N)cc1	1.5	7.9	-1.1	0.4	-35.6	1.0	3.1	1.7	17.7
CC(=O)N1CCN(C(=O)c2cc(-c3cccc4ccccc34)nc3ccccc23)CC1	2.7	-15.9	-3.0	-3.7	-1.7	-0.4	2.3	-38.1	41.4
O=C(Cc1ccccc1)Nc1cc([N+](=O)[O-])ccc1N1CCOCC1	-0.7	-7.9	-3.4	1.9	-0.3	-1.6	-0.9	-0.4	50.7
COc1ccc(C(=O)N/C(=C/c2ccc(Cl)cc2)C(=O)Nc2ccc(C(=O)O)cc2)cc1	/	-16.3	-1.2	-2.8	4.7	-1.6	/	-39.7	13.0
CCn1c(NC(=O)c2nn(C)cc2Br)nc2ccccc21	-0.9	-5.2	-0.9	-3.2	4.9	-2.2	-1.6	-14.1	-1.0
COc1ccc(N2CCC(CNC(=S)Nc3cccc(OC)c3)C2)cc1 (stereo unspecified)	2.2	1.9	-0.3	2.5	-31.3	-3.1	0.7	0.5	-29.6
CCN(C(=O)CSc1nnc(-c2ccncc2)o1)c1ccccc1	1.6	-9.1	-1.9	-1.4	-5.1	0.0	1.0	-18.4	42.7
COC(=O)c1ccc(-c2ccc(CNCC(O)c3ccccc3)o2)cc1 (stereo unspecified)	0.6	-4.2	-0.8	-7.3	-14.4	-0.3	2.2	8.0	6.3
Cn1cccc1C(=O)NC(=O)COC(=O)c1ccc(O)cc1	2.0	-3.2	-2.9	-0.6	0.0	-4.1	1.2	-0.7	-11.4
COc1nccnc1NS(=O)(=O)c1ccc(NC(=O)c2ccc(F)cc2)cc1	1.9	-8.6	-1.9	-9.1	8.0	-2.5	0.4	-5.3	23.3
Cc1ccc2c(c1)C(O)(CC(=O)c1cccnc1)C(=O)N2 (stereo unspecified)	1.6	-7.8	-1.3	3.7	1.9	-3.6	0.8	-2.7	16.1
CN(C(=O)c1ccc(NC(=O)C2CC=CCC2C(=O)O)cc1)c1ccccc1 (stereo unspecified)	-0.1	9.2	-3.6	-4.1	9.7	-4.0	0.0	-18.6	0.9
O=C(CC1(O)C(=O)Nc2cc(Cl)cc(Cl)c21)c1ccccc1O (stereo unspecified)	0.7	-8.3	-3.5	-1.1	2.5	-1.1	3.0	-0.8	-4.4
CCOCCn1c(N2CCN(c3ccc(OC)cc3)CC2)nc2c1c(=O)n(C)c(=O)n2C	1.3	-8.9	-3.6	0.1	-7.1	-1.0	-0.7	-13.8	55.4
Cc1c(Cl)cccc1NC(=O)Nc1cc(C(C)(C)C)on1	-0.9	-8.4	-2.3	-9.6	-2.6	-2.2	-0.5	-19.5	20.3
CCOC(=O)/C=C1\SCC(=O)N1CC(=O)NC(c1ccccc1)c1ccccc1	0.5	-9.2	-1.7	-11.9	-2.3	-2.1	-1.6	-7.9	14.7
CN(C)CCCNC(=O)C(=O)NCC1OCCN1S(=O)(=O)c1cc(F)ccc1F (stereo unspecified)	0.2	-19.6	-4.3	-3.4	-1.1	-0.1	0.0	0.7	-0.6
COc1cccc(C2=NN(C(=O)c3ccc(C)o3)C(O)(C(F)(F)F)C2)c1 (stereo unspecified)	-1.5	-14.8	-2.0	4.7	-9.1	-1.2	-2.6	-15.5	54.3
CCn1nnnc1-c1ccc(OC)c(S(=O)(=O)Nc2ccc(C)c(C)c2)c1	1.6	6.4	-0.9	-11.2	-14.5	-0.6	0.8	-10.1	11.3
Cc1nnc(SCc2cc(=O)[nH]c(=S)[nH]2)s1	-0.7	-3.8	-2.6	-3.1	7.1	-0.6	-0.1	-11.2	6.1
CCn1c(SCC(=O)NC2CCCc3ccccc32)nnc1-c1cccs1 (stereo unspecified)	4.5	-14.3	-3.3	1.4	2.0	-1.2	-1.1	-23.7	22.9
CCOc1ccc(NC(=O)c2c(NC(=O)CN3CCCC3)sc3c2CCC3)cc1	0.0	-20.6	-2.0	0.6	-23.5	-0.4	-0.9	-7.4	9.8
COc1ccc(-c2cc(C(=O)OCC(=O)NC(C)(C)C)c3ccccc3n2)cc1	0.2	-0.4	-4.5	/	-8.4	-1.3	-1.8	-3.6	17.2
COC(=O)c1cc(S(=O)(=O)NCc2ccc(F)cc2)cn1C	0.5	-4.9	-2.2	6.3	0.5	-0.4	0.0	-9.2	17.6
Cn1c(CC(=O)Nc2ccc(Cl)c(Cl)c2)n[nH]c1=S	-0.1	1.1	-3.0	-6.0	9.2	-3.4	0.2	9.4	47.6
COc1ccccc1N1CCN(c2nc3ccccn3c(=O)c2C=O)CC1	0.3	-7.0	-1.3	-1.8	0.9	-1.2	-0.5	-26.1	0.1

# Random draw from the library. About 4.3% of those tested had a hit in this group.
